Source: PubChem
ABHD5 PLIN5 PPI – ABHD5-PLIN5 interaction inhibitors, primary screen, cell lysate, split luciferase complementation, luminescence | Perilipin-5 (Homo sapiens) + 1-acylglycerol-3-phosphate O-acyltransferase ABHD5 (Homo … | inhibition, % at 4 µM | AID 602281, 2012 | Split G. princeps luciferase complementation, 4 h | 0.78% of 360,000 active;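 active = inhibition above the mean inhibition across every tested compound plus 3 SD, cut at about 22% in these data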;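 note: 0% = DMSO only wells and the 100% control is not disclosed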
NOD2 RIPK2 PPI – NOD2-RIPK2 binding disruptors in cells, primary screen, fluorescence, CHO cells, BLA complementation. CCF4 ratio. Receptor-interacting serine/threonine-protein kinase 2 (Homo sapiens), O43353. inhibition, % at 4.98 µM. 0.38% of 360,000 active; in the data active = inhibition above about 21%;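 note: 0% = vehicle only and 100% = reference blocker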
Target sequence (O43353 whole entry, looked up): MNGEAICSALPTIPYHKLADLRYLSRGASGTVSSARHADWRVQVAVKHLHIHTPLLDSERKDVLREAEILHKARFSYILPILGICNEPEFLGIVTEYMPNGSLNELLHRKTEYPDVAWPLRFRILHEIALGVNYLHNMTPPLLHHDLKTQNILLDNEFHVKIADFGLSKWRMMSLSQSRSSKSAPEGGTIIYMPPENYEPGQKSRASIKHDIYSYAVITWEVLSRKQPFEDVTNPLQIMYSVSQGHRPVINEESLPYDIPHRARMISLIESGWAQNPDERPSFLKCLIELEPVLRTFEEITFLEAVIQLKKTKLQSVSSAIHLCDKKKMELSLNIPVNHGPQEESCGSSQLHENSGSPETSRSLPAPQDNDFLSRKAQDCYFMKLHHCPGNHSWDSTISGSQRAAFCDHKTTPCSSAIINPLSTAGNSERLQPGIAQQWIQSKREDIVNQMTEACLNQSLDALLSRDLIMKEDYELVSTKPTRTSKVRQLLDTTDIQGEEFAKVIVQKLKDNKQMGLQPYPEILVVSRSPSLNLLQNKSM
SRC1 inh – SRC1 coactivator transcriptional activity inhibitors, primary screen, cell-based, luminescence; 0.12% of 360,000 active; inhibition, % at 3.6 µM; HEK293 GAL4-SRC1 luciferase reporter;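 active = inhibition above the campaign mean plus 3 SD, with each screening campaign given its own cutoff, cut at about 60% in these data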;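 note: 0% = DMSO treated cells and 100% = gossypol at 36 µM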
COUP-TFII inh – NR2F2 transcriptional activity inhibitors, primary screen, cell-based, luciferase reporter, HEK293T, luminescence | AID 686940, 2013 | 0.7% of 370,000 active | inhibition, % at 8.6 µM | HEK293T NGFI-A luciferase reporter | COUP transcription factor 2 (Homo sapiens), P24468;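 active = inhibition above a per-plate cutoff, mean inhibition of test wells between control levels plus 3 SD, cut at about 38% in these data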;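 note: cells cotransfected with COUP-TFII expression vector driving the NGFI-A reporter; 0% = median of COUP-TF2 test wells and 100% = reporter-only cells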
Target sequence (P24468 whole entry, looked up): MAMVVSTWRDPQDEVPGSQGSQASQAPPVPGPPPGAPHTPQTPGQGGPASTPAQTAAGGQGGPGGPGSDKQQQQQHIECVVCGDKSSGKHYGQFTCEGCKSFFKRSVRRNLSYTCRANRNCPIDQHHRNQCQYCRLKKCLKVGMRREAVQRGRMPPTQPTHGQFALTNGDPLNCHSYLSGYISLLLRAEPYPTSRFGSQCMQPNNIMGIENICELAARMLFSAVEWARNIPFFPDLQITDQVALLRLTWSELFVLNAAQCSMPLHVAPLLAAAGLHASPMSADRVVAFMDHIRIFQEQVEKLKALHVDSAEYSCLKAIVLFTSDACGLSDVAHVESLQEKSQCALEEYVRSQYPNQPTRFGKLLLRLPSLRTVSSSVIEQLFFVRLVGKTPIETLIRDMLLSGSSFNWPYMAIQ
NCOA2 inhibitor – inhibition of GAL4-SRC2 driven luciferase reporter, primary screen, SRC2 inhibitor project, cell-based, luminescence | inhibition, % at 9 µM | Nuclear receptor coactivator 2 (Homo sapiens), Q15596 | 0.17% of 370,000 active | HEK293 GAL4-SRC2 luciferase reporter;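 active = inhibition above the mean inhibition of all tested compounds plus 3 SD, set per campaign, cut at about 52% in these data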;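 note: 0% = DMSO treated cells and 100% = cells given Gossypol at 36 µM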
MC4R barr agon – MC4R agonists recruiting beta-arrestin, primary screen, cell-based, luminescence, agonist arm of biased-ligand search | activation, % at 8.9 µM | 0.98% of 360,000 active | U2OS MC4R beta-arrestin complementation; percent of melanotan II response, DMSO zero | AID 540308, 2011;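 active = activation above a per-plate cutoff, the mean activation of sample wells on that plate plus 3 SD, cut at about 8% in these data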
NCOA3 inh – SRC3 coactivator transcriptional activity inhibitors, primary screen, cell-based, luminescence | 0.17% of 360,000 active | HEK293 GAL4-SRC3 luciferase reporter | Nuclear receptor coactivator 3 (Homo sapiens), Q9Y6Q9 | inhibition, % at 3.6 µM;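 active = inhibition above a per-campaign cutoff, the mean of all compounds plus 3 SD, cut at about 60% in these data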;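 note: 0% = DMSO-treated cells and 100% = gossypol-treated cells at 36 µM; higher means less SRC3-driven luciferase light from the GAL4 reporter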
MC4R antag cAMP – MC4R antagonists of cAMP signaling, primary screen, cell-based, TR-FRET, antagonist arm of biased-ligand search. inhibition, % at 6.5 µM. MC4R-expressing cells, MTII-stimulated cAMP, LANCE TR-FRET. 0.48% of 360,000 active. AID 540295, 2011. Melanocortin receptor 4 (Homo sapiens), P32245;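 active = inhibition above its plate's cutoff, the mean of tested wells on that plate plus 3 SD, cut at about 29% in these data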;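 note: 0% = Melanotan II alone and 100% = Melanotan II plus saturating MCL0020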
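system = U2OS cells with stable human MC4R expression | also added = Melanotan II challenge after compound preincubation | dosing = one concentration, 6.5 µM nominal | incubation = compound 30 min, challenge 1 h, detection 1 h | measured by = TR-FRET with Eu-cAMP and labeled anti-cAMP, 671 nm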
LMP1 NFkB inh – EBV LMP1-driven NF-kappaB luciferase reporter inhibitors, primary screen, cell-based, luminescence, single point. LMP1-induced NF-kappaB luciferase reporter cells. inhibition, % at 12.5 µM. AID 504558, 2011. 0.69% of 350,000 active; in the data active = inhibition above about 41%;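 note: 0% = neutral control wells and 100% = reference inhibitor control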
TLR9-MyD88 inh – inhibitors of TLR9-MyD88 association in cells, primary screen, cell-based, CHO, BLA complementation, fluorescence; Toll-like receptor 9 (Homo sapiens) + Myeloid differentiation primary response protein …; CCF4 FRET ratio; inhibition, % at 4.98 µM; 0.21% of 340,000 active;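 active = inhibition above the mean over all tested compounds plus 3 SD, cut at about 21% in these data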;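 note: 0% = DMSO only wells and 100% = clavulanate BLA inhibitor control wells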
LRH-1 inv ag – LRH-1 (NR5A2) inverse agonists, primary screen, cell-based, luminescence, HEK293T, StAR-luciferase reporter | inhibition, % at 3.6 µM | AID 602396, 2012 | Nuclear receptor subfamily 5 group A member 2 (Homo sapiens), O00482 | LRH-1 transfected, 24 h | 0.13% of 360,000 active;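 active = inhibition above the mean inhibition of all tested compounds plus 3 SD, cut at about 73% in these data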;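 note: 0% = DMSO wells and 100% = reporter-only cells lacking LRH-1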
Starred values were filed as active, the others as inactive; x = no result given. Some of the compounds tested, so the mix of outcomes need not match the whole.

canonical_smiles	ABHD5 PLIN5 PPI	NOD2 RIPK2 PPI	SRC1 inh	COUP-TFII inh	NCOA2 inhibitor	MC4R barr agon	NCOA3 inh	MC4R antag cAMP	LMP1 NFkB inh	TLR9-MyD88 inh	LRH-1 inv ag
O=C(Nc1cccc(CNCCc2c[nH]c3ccccc23)c1)c1ccccc1Cl	0	-6	2	-3	-55	1.8	-2	-3	-8	-18	-32
CC(C)=CC(=O)Nc1ccc(S(=O)(=O)Nc2ccccn2)cc1	0	12	-1	-5	9	1.5	10	0	-2	4	8
CCOC(=O)C(C)n1cnc2c(nnn2-c2cccc(Cl)c2)c1=O (stereo not given)	-9	-3	3	-12	-1	1.2	-26	19	5	0	-20
CCN(CC)C(=O)[C@H]1C[C@H](CC(=O)NCc2cccc(C(F)(F)F)c2)C(=O)N2CCc3c([nH]c4ccc(Cl)cc34)[C@]12C	-2	2	-6	11	8	1.0	8	3	-2	-10	12
CCN(CC(=O)Nc1c(F)cccc1F)C(=O)CNC(=O)c1ccco1	-1	2	-5	-10	-26	-0.6	-37	13	4	-1	-6
O=C(O)c1ccccc1N/C=C\[N+](=O)[O-]	-5	-2	-9	19	-13	-1.5	-16	19	-2	-11	2
CN1C(=O)C(c2ccccc2[N+](=O)[O-])C(=O)c2ccccc21 (stereo not given)	6	1	-3	-3	5	-1.3	3	13	-3	2	-15
COc1ccc(NC(=O)N(C)C[C@H]2Oc3c(NC(=O)c4nc5ccccc5s4)cccc3C(=O)N([C@@H](C)CO)C[C@H]2C)cc1	11	0	-9	1	5	-0.8	-1	1	0	-13	-2
CCOC(=O)Cc1csc(NC(=S)NC(=O)c2ccc(Cl)cc2)n1	4	-7	-23	7	19	-0.8	-8	6	5	-5	-1
CCCCc1ccc(NC(=O)Nc2c(C)n(C)n(-c3ccccc3)c2=O)cc1	1	-9	26	3	-1	-2.0	0	-2	5	-8	-5
COc1ccc(-c2nnn(CCc3nn[nH]n3)n2)cc1OC	-1	3	1	16	6	-1.6	11	-5	1	-8	4
Cc1nc(C(F)(F)F)ccc1C(=O)N1CCCCC1	1	-8	4	4	-22	0.5	9	4	9	1	-1
CN1C(=C2C(=O)OC(C)(C)OC2=O)Sc2ccccc21	-3	-5	-100	-37	-70	-0.1	-75	-4	13	-2	-98
Cc1ccc(S(=O)(=O)N2C[C@H]3C(=O)C[C@@H](c4ccccc4)N(S(C)(=O)=O)[C@H]3C[C@H]2c2ccccc2)cc1	-2	0	3	-5	17	x	2	x	x	x	7
Cc1nc2c(OCc3ccc(F)cc3)cccn2c1N(C)C(=O)CCC1CCCC1	0	8	-15	12	9	-0.5	0	-1	x	x	-12
CCC/C(=N\NC(=O)CNC(=O)c1ccc(Cl)cc1)c1ccccc1	-3	1	2	-9	-10	-2.6	13	3	7	1	7
O=C(O)c1ccc(N2C(=O)CC(N3CCN(c4cccc(C(F)(F)F)c4)CC3)C2=O)cc1 (stereo not given)	-4	5	-5	10	8	-0.2	-2	9	4	-7	-2
O=C(N/N=C/c1ccncc1)c1cccc(N/N=C/c2ccncc2)c1	7	-4	-15	-33	-25	2.2	-27	-1	-6	-5	-36
C=CCOc1ccc(/C(O)=C2/C(=O)C(=O)N(CCCN3CCOCC3)C2c2ccccc2)cc1 (stereo not given)	0	9	-5	2	-6	-1.1	-9	5	-13	2	-5
O=C(CNC(=O)c1ccc(Cl)cc1)c1ccccc1	0	2	-80	-33	-63	0.1	-79	-3	-8	-4	-152
O=C(Cn1cc(/C=C\[N+](=O)[O-])c2ccccc21)Nc1ccccc1	27*	1	-14	22	1	-3.2	-8	-9	19	7	3
Cc1cccc(NC(=S)NC(C)C(c2cccs2)N2CCN(C)CC2)c1C (stereo not given)	2	5	-11	9	5	-2.2	15	11	-3	5	2
CCOC(=O)c1c(NC(=O)CN2CCOCC2)sc2c1CCCC2=O	5	-4	-6	-12	-32	-2.9	-1	7	2	4	18
CN(CC(=O)Nc1ccc(F)c(F)c1F)C(=O)C1CCN(C(=O)Nc2ccccc2)CC1	2	-3	-8	-15	9	-0.7	-10	-1	-1	6	15
CC(NC(=O)C1CCC1)c1ccc(Cl)cc1 (stereo not given)	-1	2	-23	-19	-7	0.0	1	4	-5	10	4
CCN(CC)S(=O)(=O)c1cccc2c(N(C)C)cccc12	-6	1	-21	-2	19	-0.1	20	8	2	11	-13
Cc1ccc(-c2cc(C(=O)N3CCN(c4ncccn4)CC3)c3cc(Br)ccc3n2)o1	10	-2	-5	-1	15	-2.2	2	14	-9	1	0
Cc1cccc(C(C)C)c1NC(=O)CSc1cccc[n+]1[O-]	-6	3	-2	0	-8	-1.3	1	-5	-5	-6	4
CC1CCc2nn(CC(=O)Nc3c(F)cc(F)cc3Br)cc2C1 (stereo not given)	-1	-11	-43	4	-2	0.7	11	3	1	-2	21
CCOc1ccccc1OCCCC(=O)NCCc1ccc(S(N)(=O)=O)cc1	3	7	4	10	-15	-0.1	-5	21	-5	-3	0
Cc1ccc(NC(=O)/C=N/OCC(=O)NCc2ccccc2Cl)cc1	-2	-1	0	-15	-13	0.9	0	-4	48*	-10	0
CC1=C(C(=O)OC(C)(C)C)C(c2ccco2)C(C#N)=C(N)O1 (stereo not given)	2	-5	-21	-28	17	-1.9	-1	4	-1	2	-6
C=CCNc1nc2cc(-c3ccccc3OC)sc2c(=O)n1C	-5	-8	-70	-61	-39	-2.1	-88	6	x	x	-73
CCOc1ccccc1C(=O)OCC(=O)NCc1ccc2c(c1)OCO2	-1	5	0	-37	8	-1.7	2	3	-9	-16	-23
Cc1ccc2c(N)c(C(=O)c3ccccc3)sc2n1	-2	-5	-76	-17	-89	-0.4	-25	-10	-7	-3	-35
Cc1cccc(NC(=O)CSc2cccc3cccnc23)c1C	-12	-1	7	11	26	0.2	-11	4	13	6	30
Cn1nnnc1SCC(=O)N1CCN(c2cccc(Cl)c2)CC1	5	1	-3	10	2	1.6	-11	9	2	3	-1
COc1ccc(S(=O)(=O)NCc2ccco2)cc1-c1nnc2c3ccccc3c(C)nn12	-3	4	-6	-1	-25	2.8	-7	-39	5	-8	-5
O=C(Nc1cccc(C(=O)O)c1)/C(=C\c1ccco1)NC(=O)c1ccc(Br)o1	12	4	8	-5	-3	-1.7	-47	8	-7	5	6
COc1ccc(N(C(=O)c2snc(C(N)=O)c2N)C(C(=O)NC2CCCC2)c2ccco2)c(OC)c1 (stereo not given)	4	-6	7	16	-4	-0.3	6	-2	12	0	-1
O=C(Nc1ccc(Cl)cc1C(F)(F)F)C(Sc1nnc(-c2cccs2)o1)c1ccccc1 (stereo not given)	-8	-12	-29	10	-6	-1.3	-17	-9	-3	9	-38
CC(=O)Nc1cccc(-c2cc(NC(C)=O)c3ncc(-c4cccc(C(C)=O)c4)n3c2)c1	7	-10	3	-12	-8	8.6*	-10	8	x	x	26
NC(=O)c1cccc(-c2ccnc3c2CC(C(=O)Nc2ccccc2)O3)c1 (stereo not given)	4	-1	-3	-15	-14	-1.1	-14	4	x	x	-11
COc1ccc(C2(C)NC(=O)N(CC(=O)Nc3ccc(S(=O)(=O)N4CCCC4)cc3)C2=O)cc1 (stereo not given)	3	-6	-22	5	25	-0.1	17	21	-9	-6	12
CS(=O)(=O)N1CCCC(C(=O)NCc2cccs2)C1 (stereo not given)	-1	0	-1	18	-14	0.9	-16	5	1	-2	4
Cc1noc(C)c1COC(=O)COc1ccc(C#N)cc1	0	2	4	20	8	-2.6	13	-2	-14	-5	3
CN(Cc1ccccc1)C(=O)COC(=O)c1cc(=O)[nH]c2ccccc12	-2	1	-17	-13	-49	0.7	-1	-44	6	-10	-18
O=C(CN1C(=O)CCS(=O)(=O)c2ccccc21)Nc1ccccc1F	-2	-1	-16	-10	1	-1.0	6	7	-3	1	9
CC(Nc1cccc(F)c1)C(=O)Nc1ccc(S(N)(=O)=O)cc1 (stereo not given)	0	-8	7	8	11	-0.5	6	-1	-11	4	-1
Cc1cc2n(n1)C(c1ccsc1)Nc1ccccc1-2 (stereo not given)	-3	-5	-4	13	-12	-2.2	12	2	-1	-11	2
NC(N)=N/N=C/c1ccc(Cl)c([N+](=O)[O-])c1	5	-11	25	-8	-2	-1.0	8	11	8	-13	38
O=C(Cn1c(=O)c2cccn2c2cccnc21)N1CCN(c2ccccc2F)CC1	0	-6	-40	-9	7	-1.6	-19	9	71*	-4	-6
Cc1[nH]n(-c2ccccc2)c(=O)c1CCOC(=O)c1cccc(C(F)(F)F)c1	-4	1	-23	3	12	0.7	19	0	4	-5	-3
N#CC(C(=O)c1ccccc1Cl)=C1SCCCS1	-1	-9	-12	17	-6	-0.7	5	12	2	x	5
COc1ccc(-c2[nH]ncc2CN2C[C@@H]3CCC[C@H]2C3)c(F)c1	5	-5	9	27	-5	-4.3	5	-10	4	7	10
CCN(C(=O)CSc1nnc(-c2ccc(C)cc2)n1N)c1c(N)n(Cc2ccccc2)c(=O)[nH]c1=O	4	-1	-13	12	4	-0.9	12	4	-10	-4	19
COc1ccccc1NC(=O)c1cc2c(s1)-c1ccccc1S(=O)(=O)C2	2	-6	-16	-20	6	-2.6	10	-3	7	-2	-12
CN(Cc1cnccn1)C(=O)CC1C(=O)NCCN1Cc1ccc(F)cc1Cl (stereo not given)	1	-17	1	5	-3	-4.5	-17	2	-8	2	11
O=C(Nc1nnc(CCS(=O)(=O)c2ccc3ccccc3c2)s1)c1ccc([N+](=O)[O-])cc1	-2	1	3	3	9	-1.8	15	1	-1	-3	13
CC(=O)Nc1cc(-c2ccc(CO)cc2)cn2c(-c3ccc(F)cc3)cnc12	5	-2	-4	-10	12	-1.9	-10	8	x	x	28
